HTR5A ag = counter-screen for OPRM1-OPRD1 agonists: human HTR5A agonism | P47898 | HTR5A agonist assay, luminescence, cell-based | activation, % at 9.3 µM | actives 0.61% (n = 340,000) | AID 504692; in the data active means activation mostly above about 9.5%, no sharp cut-off; inactive means mostly below about 7.6%;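 further: 0% = cells with vehicle only and 100% = reference agonist; strong numbers were not always called active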
Target sequence (P47898 whole entry, looked up): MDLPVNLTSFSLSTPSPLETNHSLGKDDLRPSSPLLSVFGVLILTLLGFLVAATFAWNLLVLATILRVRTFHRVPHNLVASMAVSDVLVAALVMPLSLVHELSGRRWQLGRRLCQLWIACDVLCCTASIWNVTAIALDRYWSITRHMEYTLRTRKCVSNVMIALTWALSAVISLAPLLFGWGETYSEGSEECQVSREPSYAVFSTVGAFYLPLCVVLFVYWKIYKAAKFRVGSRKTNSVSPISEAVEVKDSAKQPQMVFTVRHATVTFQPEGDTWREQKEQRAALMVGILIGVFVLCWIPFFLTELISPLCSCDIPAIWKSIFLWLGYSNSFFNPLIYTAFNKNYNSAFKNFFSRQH
CDK5 inh = blocks human CDK5/p35 kinase activity; Q00535+Q15078; Recombinant CDK5/p35, ADP-Glo luminescence, 60 min; inhibition, % at 10 µM; actives 0.01% (n = 330,000);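 active means highest replicate inhibition of at least 50% and at least 75% of replicates reaching 50%; inconclusive means only one of the two criteria met; inactive means both criteria failed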;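 further: plate controls were DMSO neutral control for no effect and GW8510 at 10 µM for full effect; many of its hits are not listed in these tables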
Target sequence (Q00535 whole entry, looked up): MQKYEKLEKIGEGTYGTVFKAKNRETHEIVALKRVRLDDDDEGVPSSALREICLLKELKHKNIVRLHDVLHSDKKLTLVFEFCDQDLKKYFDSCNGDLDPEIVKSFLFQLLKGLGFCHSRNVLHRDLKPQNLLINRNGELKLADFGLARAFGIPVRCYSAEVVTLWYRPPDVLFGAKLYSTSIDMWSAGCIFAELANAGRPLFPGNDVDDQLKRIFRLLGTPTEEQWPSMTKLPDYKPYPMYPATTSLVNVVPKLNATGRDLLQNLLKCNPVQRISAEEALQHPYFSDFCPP
Target sequence (Q15078 whole entry, looked up): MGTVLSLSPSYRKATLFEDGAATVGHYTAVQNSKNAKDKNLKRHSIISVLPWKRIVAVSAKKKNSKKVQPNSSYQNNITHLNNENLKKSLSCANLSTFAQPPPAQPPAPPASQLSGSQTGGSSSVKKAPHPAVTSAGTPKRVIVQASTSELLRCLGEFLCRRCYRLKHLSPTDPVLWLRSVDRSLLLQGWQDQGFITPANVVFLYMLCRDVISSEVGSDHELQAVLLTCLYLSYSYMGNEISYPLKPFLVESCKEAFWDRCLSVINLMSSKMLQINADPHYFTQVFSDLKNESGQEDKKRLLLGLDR
SUMO Mot1 rescue = SUMOylation pathway inhibition by Mot1-301 growth rescue | S. cerevisiae Mot1-301 growth rescue, ATP luminescence, 38.5C; percent above DMSO median, 100 means doubled | growth rescue, % at 18.8 µM | actives 1% (n = 320,000);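 active means every valid replicate shows activation above 250% relative to neutral control wells; inactive means the rest, any valid replicate at or below 250%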;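 further: OY570 slx delta 5 strain wells were the positive control but not used for scaling; some compounds called inactive have numbers as strong as hits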
PKA-R2B act = activates the human PKA-R2B holoenzyme complex; P22694+P31323; PKA-R2B holoenzyme dissociation, Cy5-IP20 fluorescence polarization; R2B truncated from residue 108, S112A mutant; 0% DMSO only, 100% 113 µM cGMP; activation, % at 11.4 µM; actives 0.079% (n = 340,000);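 active means activation above a cutoff set at the mean over all compounds plus 3 SD, cut at about 18% in these data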;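 further: higher means more holoenzyme dissociation and a rise in polarization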
HTR5A inv ag = HTR5A inverse agonism, opioid heterodimer counter-screen; HTR5A cell line, luminescence; actives 0.083% (n = 340,000); inhibition, % at 9.3 µM; P47898; in the data active means inhibition mostly above about 23%, no sharp cut-off; inactive means mostly below about 18%;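 further: 0% = cells with DMSO and 100% = no-cell wells with DMSO; some compounds called inactive have numbers as strong as hits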
DAGLB inhibitor = diacylglycerol lipase beta (human) inhibition; Q8NCG7; HEK293T DAGLB membrane lysate, EnzChek fluorogenic substrate; inhibition, % at 5.17 µM; actives 0.059% (n = 340,000); AID 504411; in the data active means inhibition above about 34%;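 further: 0% = enzyme with vehicle and 100% = wells lacking enzyme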
AddAB inh = less growth of phage-infected E. coli with AddAB | E. coli expressing H. pylori AddAB, absorbance growth | inhibition, % at 11.9 µM | actives 0.29% (n = 330,000) | AID 435030; in the data active means inhibition above about 12%;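 further: 0% = vehicle wells of infected cells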
Tat transport = blocks Tat-dependent protein export in E. coli; E. coli MC4100 TorA-mCherry Tat export, fluorescence; inhibition, % at 10 µM; actives 0.036% (n = 340,000);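 active means mean replicate inhibition at least 50% and at least half of replicates individually reaching 50%; inconclusive means only one of the two criteria met; inactive means neither criterion met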;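 further: exported cargo escapes ClpAP degradation while cytoplasmic cargo is degraded and loses fluorescence; 0% = median of neutral control wells and 100% = median of NaSCN control wells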
E coli growth = bacterial growth inhibition, counter-screen for AddAB inhibitors | actives 0.27% (n = 330,000) | E. coli V3065 growth, OD600 absorbance, 18 h | inhibition, % at 11.9 µM;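 active means inhibition above the campaign's mean inhibition across all tested compounds plus 3 SD, cut at about 9.9% in these data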;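 further: uninfected addAB+ strain grown without phage in ampicillin broth; 0% = DMSO wells and 100% = ciprofloxacin 0.95 µg/ml wells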
PKA-R1A act = activators of PKA-R1A complex. P00514+P68181. activation, % at 11.4 µM. PKA-R1A dissociation, Cy5-IP20 fluorescence polarization; scaled: DMSO 0%, 113 µM cGMP 100%. actives 0.083% (n = 340,000). AID 504707;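 active means percent activation above the mean of all tested compounds plus 3 SD, cut at about 19% in these data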;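 further: higher means more PKAc released from R1A so a rise in polarization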
phage Ecoli inh = E. coli growth loss with phage present. growth absorbance. inhibition, % at 11.9 µM. AID 651602. actives 0.26% (n = 360,000); in the data active means inhibition above about 11%
An asterisk follows results filed as active; ? = inconclusive; · = not tested or not shown. Compounds were not picked by outcome; about 2.3% have a hit in one of these screens.

canonical_smiles	HTR5A ag	CDK5 inh	SUMO Mot1 rescue	PKA-R2B act	HTR5A inv ag	DAGLB inhibitor	AddAB inh	Tat transport	E coli growth	PKA-R1A act	phage Ecoli inh
Cc1ccc2nc(Cl)c(CN(C(=O)c3cnccn3)C3CCCCC3)cc2c1	-1	1.2	-27	-7	-7	-3	0.2	10	-0.2	4	1.3
CCc1ccc(N/C(N)=N/c2nc(CSc3ncccn3)cc(=O)[nH]2)cc1	4	-8.3	-5	0	-3	-1	0.6	-4	-0.8	3	5.2
O=C(Cc1cccs1)NNC(=S)NC(=O)c1ccc(F)c(F)c1	2	0.1	1	5	-11	-1	-5.8	5	-5.9	-6	-2.6
CN1CCOc2cc(S(=O)(=O)Nc3ccc(F)cc3)ccc21	1	-0.5	-2	6	-20	-5	5.6	2	2.5	-4	1.1
O=S(=O)(NCCS(=O)(=O)N1CCN(c2ccccc2)CC1)c1ccccc1	6	-0.2	5	0	-38	1	2.5	12	1.9	-4	2.0
Cc1ccc(NC(=O)c2cc([N+](=O)[O-])ccc2N2CCOCC2)cc1S(=O)(=O)N(C)C	2	-0.9	0	0	19	4	0.9	5	-0.1	3	2.5
COc1ccc(CC(NC(C)=O)C(=O)N2CCN(C(=O)Nc3cccc(Cl)c3)CC2)cc1OC (stereo unspecified)	2	-7.3	-9	-5	9	-3	-0.2	3	-1.4	0	4.4
COc1ccc2c(C)cc(SCC(=O)NC3CCCC3)nc2c1	5	0.8	-5	4	-14	-3	-0.2	5	-1.1	2	2.5
COc1cccc(NC(=O)CSc2nc3ccccc3c(=O)n2CCCC(=O)N2CCCC2)c1	2	-0.5	2	-13	-4	2	3.0	-1	-1.6	7	0.7
O=C(c1ccc(S(=O)(=O)N2CCC(c3nc4ccccc4s3)CC2)cc1)N1CCOCC1	3	-2.3	8	-22	5	-5	0.0	-7	-1.7	-4	2.5
COCCCNC(=O)CCC(=O)Nc1ccc2nc(N3CCOCC3)cc(C)c2c1	-2	0.0	-13	3	-2	-1	2.1	8	-1.9	-1	2.3
CC1NC(C)c2c(ccc3ccccc23)O1 (stereo unspecified)	3	1.2	·	-1	-9	-2	·	-3	·	-6	-0.1
COc1ccc(-c2nn(-c3ccccc3)cc2/C=C(\C#N)C(N)=O)cc1[N+](=O)[O-]	6	1.6	-5	-5	-16	-1	3.0	3	-1.7	-2	3.5
COCCn1c(SCC(=O)N(C)C2CCS(=O)(=O)C2)nc2ccccc2c1=O (stereo unspecified)	0	0.9	28	0	0	-2	0.5	3	0.4	7	-0.6
Cc1ccccc1-c1cccc([C@@H]2C[C@H]3[C@H](CON3C)CN2C)c1	-3	1.2	·	-5	11	-1	·	9	·	-12	2.9
COc1ccc(-c2ccc(C(C)=O)cc2)cc1[C@H]1[C@@H]2C=CCC[C@@]2(C)C(=O)N1Cc1ccccc1	9	0.2	4	-8	-7	-5	1.2	15	-0.8	11	2.5
NC12CC3CC(CC(C3)C1)C2	4	-1.3	46	15	-13	2	-0.3	0	-2.3	9	4.2
O=C(C[C@H]1C(=O)N(Cc2ccccc2)C[C@@H]1Cc1ccccc1)Nc1ccccc1	-3	-1.1	54	-1	7	1	1.4	4	-2.4	-11	0.3
O=C(O)CC(NC(=O)OCc1ccccc1)c1ccc(Br)cc1 (stereo unspecified)	-1	-0.3	585*	-11	13	-1	0.2	5	-2.4	3	0.9
COc1ccc(C(=O)Cn2nnc(-c3cccs3)n2)cc1	-3	0.8	-16	1	9	0	2.6	26	0.7	-2	4.7
CC(=O)c1ccc(NC(=O)CSCC(=O)Nc2ccc3ccccc3c2)cc1	-3	2.1	-10	-2	21	-2	3.0	5	1.2	2	-2.1
COC(=O)c1cccnc1-n1c(=O)c2cccnc2n(Cc2cccc(OC)c2)c1=O	6	0.7	-3	0	-17	-7	0.2	2	-1.0	-10	1.0
O=C(NCc1ccccn1)c1ccc(CNS(=O)(=O)c2ccc(F)cc2)cc1	2	0.1	9	11	-5	2	0.7	-14	-2.6	10	2.9
Cc1nc(N)nc(Nc2ccc(C#N)cc2)c1Br	7	-0.6	-6	-3	1	-5	2.4	0	-1.5	-10	1.6
Cc1ccc(CN2CCN(c3ncccn3)CC2)c(C)c1	8	-0.2	-6	0	6	-10	3.9	2	1.4	10	2.2
CCOC(=O)C1CCCN(C(=O)c2ccc3oc(CCc4ccccc4)nc3c2)C1 (stereo unspecified)	-3	0.9	9	1	13	0	-0.5	-3	0.6	-2	1.9
Cc1cc(NC(=O)CCN2C(=O)C3C4CCC(C4)C3C2=O)c(C)cc1Br (stereo unspecified)	-3	-0.8	340	-10	-1	-3	1.8	0	-1.5	1	4.2
CCc1noc(C)c1C(=O)N1CCN(S(=O)(=O)c2ccc(Br)cc2Cl)CC1	6	-0.4	5	-11	-2	0	0.2	-1	1.9	-5	2.8
COc1cccc(N2CC(=O)Nc3c(oc4nc(-c5ccccc5)cc(C)c34)C2=O)c1	-2	0.8	25	-1	-40	-3	-0.7	-8	0.3	-9	-2.4
Cn1cnc2c(ncn2C2OC(CO)C(O)C2O)c1=S (stereo unspecified)	7	-0.7	·	-8	-29	0	·	-4	·	-5	0.4
Cc1cccc(C(=O)OCC(=O)Nc2c(C)n(C)n(-c3ccccc3)c2=O)c1	-3	-0.6	-5	-14	8	-1	0.9	-1	1.6	-2	-1.1
CCc1nnc(NS(=O)(=O)c2ccc(NC(=O)CCC(=O)OC)cc2)s1	-3	-0.4	13	0	10	1	1.3	4	0.3	0	2.3
O=C(O)Cc1ccc2sc(-c3ccccc3)nc2c1	3	6.6	-42	-2	-13	1	2.1	11	1.6	-5	3.3
Cc1ccc(OCC(=O)Nc2nc(C)c(Cl)cc2Cl)c([N+](=O)[O-])n1	-8	-1.3	-14	-10	20	0	0.4	-7	-0.5	3	0.8
Cc1cc2cc(CN(Cc3cccs3)C(=S)NCc3ccco3)c(=O)[nH]c2cc1C	4	-0.1	-6	-7	-15	7	3.0	-4	-1.0	-17	0.6
Oc1cc2c(cc1CN1CCc3ccccc3C1)OCO2	-3	0.8	-3	5	4	1	0.4	-10	0.8	0	0.7
Cc1cc(C(=O)Nc2nnc(C3CCCCC3)s2)cs1	-1	-1.5	18	-4	13	0	2.6	-7	-2.2	1	4.5
CCN(CC)S(=O)(=O)c1ccc2c(c1)N(CC(=O)Nc1cccnc1Cl)C(=O)CO2	5	-1.0	4	-3	-12	-2	1.7	-4	1.1	-1	2.9
Cc1cc(SC#N)cc(C)c1NC(=O)CCl	-2	0.4	104	1	7	-3	1.7	-8	0.3	-1	2.5
Clc1ccc(-n2ncc3c(NCC4CCCO4)ncnc32)cc1 (stereo unspecified)	4	-0.1	4	-4	-11	-6	-0.2	2	2.2	-11	2.2
O=C(Cc1cccc(C(F)(F)F)c1)NCC(=O)Nc1cc(Cl)ccc1Cl	5	0.1	-7	7	-14	-1	3.0	1	2.8	-5	2.1
COc1ccc(Cc2noc(CN3CCCC(OCc4ccccn4)C3)n2)cc1OC (stereo unspecified)	3	-0.1	7	-6	-6	0	2.2	-7	0.0	-5	0.9
Nc1nnc(-c2cn(-c3ccccc3)nc2-c2ccc(Cl)cc2)o1	3	0.5	-2	17	-19	-6	5.4	?	1.8	4	2.4
Cc1ccc(CCNC(=O)CN(C)S(=O)(=O)c2cnc[nH]2)cc1	1	1.3	1	1	-2	1	-1.2	0	-1.6	-5	3.1
Cc1cc(C(C)(C)C)cc(C)c1COC(=O)CN1C(=O)NC2(CCCC2)C1=O	-4	-23	-4	4	9	-27	2.0	3	0.3	-1	-0.9
C[C@H](NC(=O)[C@H]1N2C(=O)c3ccccc3C2SC1(C)C)C(=O)N1CCN(C)CC1 (stereo partly specified)	1	0.4	-13	-15	-4	2	-0.5	-1	0.4	-13	1.2
Cc1nn(-c2ccc(N3CCCCC3)nn2)c(C)c1CCC(=O)Nc1ccc(F)c(F)c1	3	-0.6	35	7	-6	2	2.7	-6	0.5	-4	2.9
CCOC(=O)c1cc2sc(C)cc2n1CC(=O)N(CC)CC	4	0.7	-10	-8	0	1	-0.3	-7	-2.4	-10	3.2
Fc1cc(Br)ccc1NC(=S)Nc1cccnc1	3	-1.0	14	0	-7	1	-1.2	-1	2.3	-1	1.1
Cc1cc(Br)ccc1NC(=O)CN1C(=O)CCC1=O	0	4.9	226	-12	-13	-1	5.3	-8	-0.2	2	2.4
CC(=O)N/C(=C\c1ccccc1Cl)C(=O)O	2	-3.1	3	0	-6	2	3.7	6	-0.9	-2	-0.9
Fc1ccc(C(CCNCc2cccs2)c2ccco2)cc1 (stereo unspecified)	2	-0.3	-13	-3	-6	0	1.0	2	0.5	-6	1.8
Cn1c(=O)c2c(SCC(=O)Nc3ccc4c(c3)OCCO4)nc(CC(C)(C)C)nc2n(C)c1=O	4	1.8	51	-9	-12	1	1.7	23	0.3	-4	3.6
O=C1c2[nH]nc(-c3ccccc3O)c2C(c2cccc(O)c2)N1Cc1ccco1 (stereo unspecified)	5	1.7	7	-8	-10	6	-0.6	7	2.2	4	2.5
CC(C)c1ccc(Nc2nc(Cl)nc(NCCO)n2)cc1	-1	-1.2	-4	-6	4	-10	3.9	3	1.4	-8	-0.9
COc1cccc2cc(-c3nnc(SCC(=O)NCc4ccccc4)n3C)oc12	1	-1.9	7	3	-9	2	2.2	-9	-1.7	-5	2.6
COc1cc(C(=S)NC2CCCCC2)ccc1O	-9	-1.7	-7	11	25	4	1.8	-7	1.0	-6	2.6
Cc1onc(-c2c(Cl)cccc2Cl)c1C(=O)NCCN1CCOCC1	1	-0.3	-17	-11	-35	-2	0.5	-5	-0.2	-10	3.0
Cc1nc2sc(C)c(C)c2c(=O)o1	3	-0.6	-5	-5	0	0	0.5	7	-0.3	-6	3.7
CC(C)CCn1c(N2CCCC2)nc2c1c(=O)[nH]c(=O)n2C	3	0.7	11	7	-12	-2	-0.2	4	0.1	-1	3.9
CC1(C)Cc2c(C#N)c(N3CCOCC3)nc(Cc3ccccc3)c2CO1	-1	-0.2	7	-8	3	-7	1.5	-9	-0.8	-1	0.7
O=C(Cn1cnc2cc([N+](=O)[O-])ccc2c1=O)N(Cc1ccccc1)C1CCS(=O)(=O)C1 (stereo unspecified)	0	1.1	·	2	-10	2	1.5	-3	1.8	9	1.9
Cc1nn(-c2cccc(C(F)(F)F)c2)c(=O)c2noc(C)c12	-6	-0.6	3	5	17	-2	-1.8	-5	0.3	-3	-0.8

Compound activity (PubChem)
